Compound activity as filed in PubChem.
RSV antiviral HEp-2 = RSV antiviral activity via CPE protection, HEp-2 cells, primary 10 µM value included (AID 2391). HEp-2 cells, RSV-induced CPE inhibition; higher % means a stronger effect. one-dose CPE inhibition, % at 10 µM; IC50 in µM for titrated hits. 310,000 tested, 0.13% active; in the data active = a potency from the dose series; inconclusive = CPE inhibition mostly from about 23% at the one dose, without a potency; inactive = the rest, 99 in 100 with CPE inhibition below about 21%; note: strong numbers were not always called active
NS5 inhibitors = flavivirus cap methylation enzyme inhibition – biochemical, confirmation dose response, primary screen (AID 588689); Dengue-2 NS5 methyltransferase capping enzyme assay, biochemical; higher % means a stronger effect; inhibition, % at 25 µM; hits with a dose series show IC50 in µM; 340,000 tested, 0.3% active; in the data active = a potency from the dose series; inconclusive = inhibition above about 29% without an active follow-up result
GPR35 antagonists = GPR35 antagonists blocking zaprinast-driven arrestin recruitment, primary screen, imaging, U2OS, beta-arrestin-GFP, zaprinast agonist (AID 2058). inhibition, % at 10 µM; hits with a dose series show IC50 in µM. 290,000 tested, 0.052% active. U2OS GPR35 beta-arrestin-GFP translocation imaging, zaprinast antagonism; higher % means a stronger effect;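 active = inhibition of at least 50% with at least 30 cells and total cytoplasm GFP at most 10,000,000; inconclusive = under 30 cells or total GFP of 10,000,000 plus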
NTR1 agonist = agonists of NTR1, primary screen, imaging, U2OS cells, beta-arrestin-GFP, high content (AID 493036) | P30989 | NTR1-U2OS beta-arrestin-GFP spot imaging, agonist mode | activation, % at 20 µM | 330,000 tested, 0.17% active;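 active = activation at or above 40% of the spot to cytoplasm intensity ratio, with at least 20 cells analyzed; inconclusive = wells under 20 cells, flagged as cytotoxic or low count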;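 note: 0% = DMSO without peptide and 100% = 100 nM NTR1 peptide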
Target sequence (P30989 whole entry, looked up): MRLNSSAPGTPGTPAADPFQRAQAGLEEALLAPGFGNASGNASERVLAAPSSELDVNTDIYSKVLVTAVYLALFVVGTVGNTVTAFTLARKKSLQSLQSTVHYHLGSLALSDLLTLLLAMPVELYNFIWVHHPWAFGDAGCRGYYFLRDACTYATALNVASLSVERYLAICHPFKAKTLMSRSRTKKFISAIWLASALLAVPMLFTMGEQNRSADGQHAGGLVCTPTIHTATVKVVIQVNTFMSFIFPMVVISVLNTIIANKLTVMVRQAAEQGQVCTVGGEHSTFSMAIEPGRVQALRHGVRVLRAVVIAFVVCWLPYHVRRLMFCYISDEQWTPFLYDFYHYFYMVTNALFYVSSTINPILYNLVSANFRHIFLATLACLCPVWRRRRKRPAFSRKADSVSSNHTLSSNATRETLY
LYP inhibition = PTPN22 lymphoid phosphatase activity blockers – biochemical, fluorescence intensity, uHTS (AID 1779) | recombinant LYP phosphatase, fluorescence intensity; higher % means a stronger effect | inhibition, % at 11.5 µM, or IC50 in µM where a hit was titrated | 290,000 tested, 0.054% active; in the data active = inhibition above about 50%;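 note: plate controls were vehicle with enzyme for no effect and no enzyme for full effect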
Autophagy HCS = alters autophagy in cells; MEF GFP-LC3 puncta imaging; test concentration mostly 10 µM; 190,000 tested, 0.98% active; calls only at 10 µM (by protocol); AID 463193;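 active = percentage of spot-positive cells more than 3 SD above its plate mean, without a fluorescence outlier flag or 80% toxicity; inconclusive = no clear call, values can overlap the other calls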;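 note: spot-positive cell cutoff set from DMSO-treated cells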
WT yeast gro inh = growth inhibition of WT yeast, mitochondrial fusion screen; mitochondrial fusion phenotypic screen, WT strain; inhibition, % at 10 µM; 190,000 tested, 2.1% active; AID 1362; in the data active = inhibition above about 58%; tested in S. cerevisiae
UTI89 phage lysis = protection from phage-mediated lysis, alamar blue read-out – E. coli UTI89, K1F phage, bacterial capsule biogenesis inhibitors (AID 488966). 340,000 tested, 0.02% active. inhibition, % at 100 µM, or IC50 in µM where a hit was titrated. E. coli UTI89 K1F phage lysis, alamar blue, 2 h; higher % means a stronger effect;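 active = phage lysis inhibition, versus mean bacterial control, above a set limit; inconclusive = no clear call, values can overlap the other calls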;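 note: capsule biogenesis inhibitors block K1F phage lysis so surviving cells raise fluorescence; higher fluorescence means more inhibition of phage lysis; actives were called in the ten point dose series up to 300 µM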
AID2073 = disruptors of CaV2.2 binding to Mint1 – biochemical, HTRF (AID 2073). HTRF protein-protein interaction, Mint1-CaV2.2; higher % means a stronger effect. inhibition, % at 20 µM; hits with a dose series show IC50 in µM. 290,000 tested, 0.19% active; in the data active = inhibition mostly above about 51%, no sharp cut-off; inconclusive = no clear call, values can overlap the other calls; inactive = mostly below about 53%; note: some results filed as inactive read as strong as hits
WT yeast gro inh mutant strain = second read-out of WT yeast gro inh, no call of its own (marks repeat the call); inhibition, %; mitochondrial fusion phenotypic screen, mutant strain inhibition
Autophagy HCS cell loss 18 h = second read-out of Autophagy HCS, no call of its own (marks repeat the call); toxicity, %; measured here: cell loss, nuclei count;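 cell loss after 18 h compound exposure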
NTR1 agonist cell count 20 µM = also measured in NTR1 agonist; calls as there; cell count; measured here: cell count, cytotoxicity flag
* marks the source's active call; other numbers are inactive results; i = inactive; ? = inconclusive; · = no result given; [ ] = remark or other dose.

SMILES	RSV antiviral HEp-2	NS5 inhibitors	GPR35 antagonists	NTR1 agonist	NTR1 agonist cell count 20 µM	LYP inhibition	Autophagy HCS	Autophagy HCS cell loss 18 h	WT yeast gro inh	WT yeast gro inh mutant strain	UTI89 phage lysis	AID2073
O=C1C2C3c4ccccc4C(c4ccccc43)[C@@H]2C(=O)N1c1nc(-c2ccccc2)cs1 (some centres undefined)	5.5%	-8.3%	18.2%	3.2	78	-5.8%	i	-7.1	3.1	-9.4	-0.1%	1.5%
Cc1c(Cl)c([N+](=O)[O-])nn1CC(=O)N1CCCc2ccccc21	0.2%	-6.2%	-4.9%	-1.1	44	-12.9%	i	7.1	-0.1	-6.6	2.0%	4.4%
O=C(NCCC1=CCCCC1)C1COc2ccccc2O1 (centres undefined)	1.5%	-2.7%	21.1%	0.6	58	-4.8%	i	2.2	-3.9	3.1	1.0%	-1.2%
O=S(=O)(Nc1ccc(N2CCCCC2)cc1)c1cccs1	1.8%	3.5%	4.0%	-0.6	50	-4.8%	i	-0.8	2.1	1.4	0.1%	-48.2%
Cn1cc(CN2CCCC(C(=O)c3cc(F)ccc3F)C2)c2ccccc21 (centres undefined)	-0.6%	·	-6.6%	-1.3	54	-6.9%	i	28.6	16.9	23.6	0.8%	-2.5%
COc1cccc(Cn2nnc(C(=O)Nc3cc(C)ccc3OC)c2N)c1	0.9%	4.4%	14.9%	4.7	65	-4.1%	i	-3.5	3.6	2.8	3.1%	5.9%
CC(C)CSc1nc(N2CCOCC2)c2c(c1C#N)CC(C)(C)SC2	6.6%	-0.7%	-16.3%	6.5	45	1.2%	i	13.3	28.3	-13.1	0.3%	9.5%
Cn1c(=O)c2c(nc(SCc3cc4c(cc3Cl)OCO4)n2C)n(C)c1=O	·	·	-4.0%	·	·	-6.0%	·	·	10.4	-1.9	·	-2.1%
CCOc1ccc(CN(C)CC(=O)NNC(=O)c2ccc(Cl)cc2)cc1OC	1.8%	2.9%	-3.7%	2.4	39	-5.4%	i	16.6	9.3	7.3	1.1%	3.0%
COc1ccc(S(=O)(=O)N2CCN(C(=O)COc3ccc(C)c(C)c3)CC2)cc1OC	3.9%	2.6%	-1.2%	-0.6	51	-8.6%	·	·	·	·	0.2%[50 µM]	13.1%
CCOc1ccc(S(=O)(=O)N2CCC(C(=O)N3CCc4ccccc4C3)CC2)cc1	15.9%	-9.8%	-10.0%	-1.2	47	-7.0%	·	·	·	·	-0.2%[50 µM]	5.0%
CCOC(=O)c1cnc2c(C)c(C)ccc2c1Nc1ccc(S(=O)(=O)Nc2ncccn2)cc1	3.5%	-5.8%	6.2%	-0.9	35	-0.1%	i	9.5	-0.5	27.7	3.2%	18.2%
COc1ccccc1NC(=O)NCC(c1ccco1)N1CCCCC1 (centres undefined)	1.2%	-3.1%	3.4%	1.5	40	-1.3%	i	-19.1	-9.8	1.6	-0.5%	1.5%
COC(=O)c1sccc1NC(=O)c1cc(-c2ccc(C)cc2C)nc2ccccc12	5.6%	5.5%	6.7%	2.5	53	2.4%	i	2.5	19.1	16.2	-0.1%	28.2%
C=CCn1c(SCC#N)nc2c(c1=O)C(C)(C)Cc1ccccc1-2	9.7%	-3.5%	12.0%	11.7	61	3.2%	i	-8.4	20.6	23.0	0.5%	-1.3%
Cc1cccc(C)c1NC(=O)NN(C(=O)c1ccccc1)C(C)(C)C	0.0%	-2.6%	-7.3%	4.0	37	-4.7%	i	-7.4	-16.2	3.0	0.1%[50 µM]	6.9%
COC(=O)Cc1ccc2oc(-c3cccnc3)nc2c1	2.0%	-3.0%	24.0%	0.8	62	-5.8%	i	-15.0	2.3	-19.8	0.2%	11.0%
CCCn1nnc(NC(=O)c2cc3ccccc3o2)n1	0.6%	-2.1%	-7.8%	0.8	53	-10.8%	i	-3.8	1.8	8.7	0.0%	7.1%
CCC(C)N(C(=O)Cn1nnc2ccccc21)C(C(=O)NCc1ccco1)c1cccc(OC)c1 (centres undefined)	1.1%	-6.1%	-6.5%	1.0	60	2.7%	i	-72.3	4.1	0.3	0.2%	-5.9%
O=C(Nc1nc(-c2ccccc2)cs1)C1c2ccccc2Oc2ccccc21	-0.9%	-2.7%	-4.7%	4.7	36	-3.8%	i	-23.9	38.1	22.8	1.5%	5.7%
CN(C)CCCn1c(N)c(S(=O)(=O)c2ccccc2)c2nc3ccccc3nc21	0.0%	·	-3.8%	0.1	40	-22.8%	·	·	·	·	·	25.2%
CC1(c2ccc3c(c2)OCCCO3)NC(=O)N(CC(=O)Nc2cccc(C#N)c2)C1=O (centres undefined)	-0.3%	-3.8%	·	0.0	58	·	·	·	·	·	0.5%[50 µM]	·
COC(=O)N1C(=O)[C@@](Cc2ccccc2)(c2ccccc2)N1C(=O)OC	1.1%	-18.4%	3.0%	14.1	45	-7.6%	·	·	·	·	0.3%	3.1%
O=C(CSc1ccc(F)cc1)N1CCC(c2nc3ccccc3s2)CC1	1.1%	-4.2%	32.1%	0.8	64	-1.2%	i	-25.3	-16.8	-7.5	0.2%	19.8%
O=C(NNC1CC(=O)N(c2ccc(Cl)cc2)C1=O)c1ccccn1 (centres undefined)	0.8%	-12.4%	-9.0%	-0.2	93	-7.8%	i	26.2	-8.5	-14.1	0.2%	9.6%
CCOC(=O)N1CCN(C(=O)Cn2ncc3c2-c2ccccc2OC3)CC1	2.5%	-4.1%	0.5%	0.0	74	-5.1%	i	13.4	13.5	9.0	2.5%	-1.1%
COc1ccc2c(c1)c(C(C)=O)c(C)n2CCc1ccccc1	0.3%	-0.7%	-9.1%	5.1	99	-3.5%	·	·	·	·	0.2%	6.0%
CCc1nnc(NC(=O)CCC(=O)N2CCN(C3CCCCC3)CC2)s1	-1.8%	-4.5%	-5.1%	-0.7	50	-2.5%	i	-1.8	-12.3	-1.2	-0.2%[50 µM]	-7.4%
CCC(Cc1ccccc1)NC(=O)CSc1ccsc1[N+](=O)[O-] (centres undefined)	-1.7%	-0.8%	-1.9%	-1.5	87	-4.0%	i	4.8	-1.7	-6.0	0.1%	-4.4%
O=C1CN(C(=O)COC(=O)c2cccc(Br)c2)c2ccccc2N1	0.6%	-1.5%	·	-0.7	79	·	·	·	·	·	0.6%[50 µM]	·
C=CCn1c(=N)n(CC(=O)c2ccc(Cl)cc2)c2ccccc21	8.8%	-6.6%	2.0%	4.9	87	-1.9%	·	·	·	·	0.4%	-4.6%
CCN(CC)S(=O)(=O)c1cc(NC(=O)CCCOc2ccc(C(C)=O)cc2)ccc1C	0.9%	-0.7%	-1.9%	4.3	51	-7.9%	i	9.5	-19.8	-7.0	0.3%	0.7%
Cc1ccc(NS(=O)(=O)c2cccc(C(=O)NNC(=O)c3cccn3C)c2)c(C)c1	4.0%	-2.6%	2.3%	0.2	61	-5.8%	·	·	·	·	0.1%	1.3%
Cc1cc([N+](=O)[O-])ccc1NC(=O)C(C)NC1CCCCC1 (centres undefined)	2.2%	·	12.0%	-0.1	56	-5.6%	·	·	·	·	0.7%	-0.1%
Cc1c2cnn(CC(=O)Nc3cccc(C(F)(F)F)c3)c(=O)c2c(C)n1Cc1ccccc1F	3.8%	-7.8%	-4.7%	2.2	47	1.8%	i	-2.9	3.2	-28.4	0.0%	13.1%
Cc1sc2ncnc(N3CCC(C(=O)Nc4ccc(F)cc4Cl)CC3)c2c1C	5.7%	0.7%	·	3.5	68	·	·	·	·	·	-0.3%[50 µM]	·
O=C(NCc1cccs1)c1cccnc1SCCS(=O)(=O)c1ccc(C(F)(F)F)cn1	-0.1%	·	9.3%	1.5	43	2.2%	·	·	·	·	·	7.9%
NC(=O)CC(NC(=O)c1ccccc1)c1ccc(N2CCC(N3CCCC3)CC2)c([N+](=O)[O-])c1 (centres undefined)	1.4%	0.0%	1.9%	5.2	47	-6.4%	·	·	·	·	1.0%	-0.4%
N/C(=N\OC(=O)COc1ccc2ccccc2c1)c1ccncc1	?	-5.5%	4.8%	-0.5	41	-5.5%	i	-14.9	3.1	-13.8	0.2%	-4.7%
CCOC(=O)c1sc2nc(CC(=O)OC)nc(N3CCN(c4ccccn4)CC3)c2c1C	14.3%	-2.1%	-9.8%	5.7	54	8.8%	i	-2.8	47.8	28.9	2.7%	32.8%
CC(C)P(=O)(Cc1cccc(C#N)c1)C(C)C	0.9%	-2.1%	-2.8%	1.9	38	3.0%	i	2.5	-6.8	7.7	0.3%	4.8%
COc1ccc(N(C(=O)c2snc(C(N)=O)c2N)C(C(=O)NC2CCCC2)c2ccc(OC)c(OC)c2)cc1 (centres undefined)	?	1.8%	4.1%	3.3	48	-3.5%	·	·	·	·	0.6%	1.4%
COc1ccc(/C=N/NC(=S)Nc2ccccc2)cc1COc1cccc(C)c1C	3.3%	-2.4%	-7.7%	12.6	51	14.1%	·	·	·	·	1.0%[50 µM]	-1.0%
CCOC(=O)c1cn(Cc2ccc(C)cc2)nn1	0.5%	-5.9%	10.2%	1.3	57	-6.1%	i	8.9	19.1	0.2	1.6%[50 µM]	-2.3%
CCO[C@@H]1OC(C(=O)NC2CC2)=C[C@H](C2CC2)[C@H]1CCCO	3.8%	0.7%	-0.7%	-0.6	46	-9.0%	·	·	·	·	1.0%	-1.0%
O=C(O)C1CCCCC1C(=O)Nc1cc(Cl)ccc1Cl (centres undefined)	1.6%	·	7.5%	0.3	84	-1.5%	i	4.0	7.0	1.3	·	-2.3%
COc1cc2c(cc1OC)CN(C(=S)Nc1ccc(OC(F)F)cc1)CC2	-3.0%	-7.5%	-13.9%	-0.7	58	-4.1%	i	-5.7	9.2	1.3	0.6%	-5.6%
COc1ccccc1-n1c(-c2ccc(Cl)cc2)c[nH]c1=S	0.3%	-1.5%	-5.3%	0.1	34	-1.7%	i	-3.6	-1.0	-1.6	-0.6%	23.2%
O=[N+]([O-])c1cccc(-c2cc3ccccc3[nH]2)c1	21.7%	2.9%	-5.8%	-0.8	54	-7.7%	·	·	·	·	0.1%	11.9%
CNC(=O)Nc1ccccc1C(=O)Nc1ccccc1	·	-3.1%	1.4%	-0.2	53	3.7%	·	·	·	·	-1.0%	?
Cc1ccc(S(=O)(=O)CC(=O)Nc2ncc([N+](=O)[O-])s2)cc1	2.4%	-0.8%	3.1%	1.7	68	4.7%	·	·	·	·	-0.1%	1.1%
C/C(=N\NC(=O)c1csc2ccccc12)c1ccc(O)cc1	2.0%	-2.7%	-4.6%	-1.7	53	4.6%	i	-1.9	6.7	4.0	1.3%	-3.0%
O=C(Nc1ccccc1)C1=C[C@@H](C2CC2)C[C@@H](OCc2ccc(CO)cc2)O1	2.8%	0.0%	-20.5%	-1.6	91	-3.3%	i	0.9	-9.6	3.4	2.4%	30.9%
